From PubChem BioAssay
UPR CHOP act = apoptotic UPR (CHOP) activation. CHO-CHOP luciferase reporter, luminescence; percent of tunicamycin response over DMSO baseline. activation, % at 10 µM. 330,000 tested, 0.34% active;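 active means at 10 µM dose, activation of 40% or more, normalized to positive control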;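 further: 100% = tunicamycin at 10 µg/mL and 0% = DMSO alone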
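Test system: CHO CHOP reporter cells. Input: 500 CHO-CHOP cells per well. Medium: F12 with 10% FBS. Technique: luciferase luminescence. Measure: percent activation relative to tunicamycin control. Dosing: 10 µM compound, 0.5% DMSO. Timing: 16-18 h cell attachment, then 6 h compound exposure, 37 °C.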
APJ agonist = APJ receptor agonism. CHO-K1 APJ PathHunter beta-arrestin, luminescence; 0% DMSO wells, 100% apelin. activation, % at 20 µM. 330,000 tested, 0.11% active;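 active means activation more than six SD over the plate average, tested at 20 µM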;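 further: 0% = DMSO alone and 100% = apelin-13 at 10 nM; some results filed as inactive read as strong as hits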
Target sequence (P35414 whole entry, looked up): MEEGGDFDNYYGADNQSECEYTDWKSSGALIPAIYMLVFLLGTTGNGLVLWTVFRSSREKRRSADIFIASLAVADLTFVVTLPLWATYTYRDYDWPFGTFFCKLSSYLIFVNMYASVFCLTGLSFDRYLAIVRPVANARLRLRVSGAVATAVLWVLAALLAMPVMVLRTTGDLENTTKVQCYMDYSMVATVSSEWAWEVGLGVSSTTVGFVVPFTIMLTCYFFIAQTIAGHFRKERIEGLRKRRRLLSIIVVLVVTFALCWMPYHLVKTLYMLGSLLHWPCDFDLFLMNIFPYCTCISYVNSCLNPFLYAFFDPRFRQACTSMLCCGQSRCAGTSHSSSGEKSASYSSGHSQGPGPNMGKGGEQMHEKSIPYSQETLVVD
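Test system: CHO-K1 APJ beta-arrestin complementation cell line. Amount: cell density 1000 per well. Controls: DMSO negative, 10 nM Apelin-13 positive. Signal: luminescent beta-gal fragment complementation, chemiluminescent substrate. Read-out basis: agonist-driven arrestin binding to APJ. Timing: compound stimulation 90 min at 25 °C, detection 60 min.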
697 NFkB inh = inhibitors of the PMA/ionomycin-induced NF-kB reporter in 697 B cells. inhibition, % at 4 µM. AID 435022. 697 B-cell NF-kB luciferase reporter, 16 h. 330,000 tested, 0.33% active; in the data active means inhibition above about 35%
APJ antag = APJ receptor antagonism; P35414; CHO-K1 APJ beta-arrestin complementation, luminescence; inhibition, % at 20 µM; 330,000 tested, 0.32% active; AID 2521;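 active means inhibition above about 40% at 20 µM, limit read from the data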;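 further: cells challenged with 10 nM apelin-13 agonist together with compound; plate controls were apelin-13 plus DMSO wells for no effect and DMSO wells lacking apelin-13 for full effect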
UPR XBP1 act = adaptive UPR (XBP1) activation | 330,000 tested, 0.33% active | CHO-XBP1 luciferase reporter, IRE1-XBP1 UPR activation, luminescence; percent of tunicamycin response, DMSO as zero | activation, % at 20 µM;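 active means versus positive control, 20 µM dose yields 30% or more activation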;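 further: 100% = tunicamycin at 10 µg/mL and 0% = DMSO only wells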
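incubation = overnight seeding at 37 °C, 6 h compound treatment at 37 °C | assay system = CHO-XBP1 cells stably carrying IRE1-XBP1-driven luciferase reporter | input = 1000 cells per well | detection = luciferase luminescence | dosing = single point, 20 µM final compound, 1% DMSO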
Jurkat NFkB inh = inhibitors of the PMA/ionomycin-induced NF-kB reporter in Jurkat cells | 330,000 tested, 0.53% active | PMA/ionomycin-induced NF-kB luciferase reporter, luminescence | AID 435003 | inhibition, % at 4 µM; in the data active means inhibition above about 50%
Mdm2 MdmX PPI = inhibitors of human Mdm2/MdmX interaction. AID 485346. 330,000 tested, 3% active. inhibition, % at 8 µM. SaOS-2 split-luciferase Mdm2/MdmX complementation, luminescence;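 active means inhibition of at least 50% at 8 µM in the primary screen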
tim23-1 inh = inhibits growth of tim23-1 mutant yeast; S. cerevisiae tim23-1 growth, BacTiter-Glo luminescence, 24 h; inhibition, % at 20 µM; 330,000 tested, 1.3% active;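 active means growth inhibition of the mutant yeast at or above 50%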;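 further: temperature-sensitive mutant grown at 25 °C; plate controls were DMSO-treated mutant yeast for no effect and medium wells lacking yeast for full effect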
The depositor's hits bear a star.

Start of the data: the first 14 records, ahead of the listing:
SMILES	UPR CHOP act	APJ agonist	697 NFkB inh	APJ antag	UPR XBP1 act	Jurkat NFkB inh	Mdm2 MdmX PPI	tim23-1 inh
CC(C)NCC1CCc2cc(CO)c([N+](=O)[O-])cc2N1 (centres undefined)	-0.6	-4	-8	14	-9	-5	-9	-22
CC(C)NC(=S)N1CCN(S(=O)(=O)c2cccc(C(F)(F)F)c2)CC1	-0.6	-3	7	-4	-4	7	-16	17
CCC1(C)Cc2c(sc3c2c(=O)n(C)c2nnc(SCCc4ccccc4)n32)CO1 (centres undefined)	-1.3	-4	-21	9	-5	0	21	11
COCCNC(=O)C(c1ccco1)N(C(=O)Cn1nnc2ccccc21)c1ccccc1C (centres undefined)	-1.8	-1	16	20	-2	11	-5	-1
CCCNC(=O)COC(=O)/C=C/c1ccc2c(c1)OCO2	0.2	4	-17	-17	1	12	-22	21
CC1CC(C)CN(c2ncnc3c2cnn3Cc2ccc(Cl)cc2)C1 (centres undefined)	0.4	-1	-36	-26	-6	-3	-7	26
Cc1cccc(NC(=S)N/N=C/c2ccc(Cl)c([N+](=O)[O-])c2)c1	0.6	4	17	1	3	-1	6	5
CCOC(=O)N1CCN(c2c(N3CCN(c4cc(C)ccc4C)CC3)c(=O)c2=O)CC1	-0.7	-1	0	-4	-1	6	-25	4
CCc1ccc(NC(=O)CO/N=C(\C)c2cc3ccccc3o2)cc1	0.1	-4	8	3	2	14	11	19
COc1cccc(-n2c(SCC(=O)N3CCc4ccccc43)nnc2-c2c[nH]c3ccccc23)c1	102*	-1	2	1	336*	-5	75*	7
Cc1nn(C)cc1C1C2=C(CC(C)(C)CC2=O)OC2=C1C(=O)CC(C)(C)C2	-0.1	0	0	18	1	-2	-7	12
CCOc1ccc(CCNC(=O)CCCn2nc(C)c3c(C)n(-c4ccccc4)nc3c2=O)cc1	0.7	6	0	19	3	31	19	4
CN(C)c1ccc(NC(=O)CCCCCn2nnc3ccccc3c2=O)cc1	-0.2	-2	-19	-20	-1	-22	-29	3
COc1ccc(N(CC(=O)NCc2ccc(F)cc2)C(=O)CCC(=O)Nc2nccs2)cc1	-1.1	1	-20	6	-2	-12	11	-5

Main list (from the top)
SMILES	UPR CHOP act	APJ agonist	697 NFkB inh	APJ antag	UPR XBP1 act	Jurkat NFkB inh	Mdm2 MdmX PPI	tim23-1 inh
CC(C)NCC1CCc2cc(CO)c([N+](=O)[O-])cc2N1 (centres undefined)	-0.6	-4	-8	14	-9	-5	-9	-22
CC(C)NC(=S)N1CCN(S(=O)(=O)c2cccc(C(F)(F)F)c2)CC1	-0.6	-3	7	-4	-4	7	-16	17
CCC1(C)Cc2c(sc3c2c(=O)n(C)c2nnc(SCCc4ccccc4)n32)CO1 (centres undefined)	-1.3	-4	-21	9	-5	0	21	11
COCCNC(=O)C(c1ccco1)N(C(=O)Cn1nnc2ccccc21)c1ccccc1C (centres undefined)	-1.8	-1	16	20	-2	11	-5	-1
CCCNC(=O)COC(=O)/C=C/c1ccc2c(c1)OCO2	0.2	4	-17	-17	1	12	-22	21
CC1CC(C)CN(c2ncnc3c2cnn3Cc2ccc(Cl)cc2)C1 (centres undefined)	0.4	-1	-36	-26	-6	-3	-7	26
Cc1cccc(NC(=S)N/N=C/c2ccc(Cl)c([N+](=O)[O-])c2)c1	0.6	4	17	1	3	-1	6	5
CCOC(=O)N1CCN(c2c(N3CCN(c4cc(C)ccc4C)CC3)c(=O)c2=O)CC1	-0.7	-1	0	-4	-1	6	-25	4
CCc1ccc(NC(=O)CO/N=C(\C)c2cc3ccccc3o2)cc1	0.1	-4	8	3	2	14	11	19
COc1cccc(-n2c(SCC(=O)N3CCc4ccccc43)nnc2-c2c[nH]c3ccccc23)c1	102*	-1	2	1	336*	-5	75*	7
Cc1nn(C)cc1C1C2=C(CC(C)(C)CC2=O)OC2=C1C(=O)CC(C)(C)C2	-0.1	0	0	18	1	-2	-7	12
CCOc1ccc(CCNC(=O)CCCn2nc(C)c3c(C)n(-c4ccccc4)nc3c2=O)cc1	0.7	6	0	19	3	31	19	4
CN(C)c1ccc(NC(=O)CCCCCn2nnc3ccccc3c2=O)cc1	-0.2	-2	-19	-20	-1	-22	-29	3
COc1ccc(N(CC(=O)NCc2ccc(F)cc2)C(=O)CCC(=O)Nc2nccs2)cc1	-1.1	1	-20	6	-2	-12	11	-5
CCSc1ncnc2sc(C)c(C)c12	3.7	-2	5	12	2	6	-1	-2
CCCCn1c(N)c(N(C)C(=O)c2cn(-c3ccccc3)nc2-c2ccccc2)c(=O)[nH]c1=O	1.1	-3	9	12	-2	2	19	-5
Cc1cc(C(C)(C)C)ccc1OCC(=O)N/N=C\c1c(C)n(C)n(-c2ccccc2)c1=O	0.9	-5	-18	-10	-4	11	9	11
Cc1ccc(N2N=C(C(=O)O)CCC2=O)cc1Cl	9.5	-2	13	-15	0	9	-2	17
O=C(COC(=O)C12CC3CC(CC(C3)C1)C2)NCCc1ccccc1	1.0	-2	17	7	-3	2	9	13
COc1ccc(/C=C/c2c(-c3ccc(OC)cc3)oc3ccccc23)cc1	-0.1	4	0	6	0	3	2	-3
COc1ccc2nc(Nc3nc4ccc(NC(C)=O)cc4s3)sc2c1	5.7	-4	-66	7	6	-5	80*	26
COc1ccc(Cn2nnnc2CN2CCCCCC2)cc1	1.4	-2	-7	-2	2	3	6	13
O=C(NCc1ccc(Cl)cc1)C1CCC(CNc2c(N3CCCC3)c(=O)c2=O)CC1 (centres undefined)	0.7	0	-55	-35	-4	-21	-16	29
Cc1ccc(S(=O)(=O)c2c(COC(=O)c3cccc(Cl)c3)c(-c3ccccc3)nn2C)cc1	-2.7	-2	10	16	-4	1	7	15
CCCCn1c(N)c(N(CCOC)C(=O)c2ccc3c(c2)C(=O)N(c2ccccc2Cl)C3=O)c(=O)[nH]c1=O	0.7	-4	19	-8	0	-1	7	-6
CCN(CC(=O)Nc1sc2c(c1C#N)CCC(C)C2)CC(=O)NC1CCS(=O)(=O)C1 (centres undefined)	0.9	4	13	2	3	-8	16	2
Cc1ccccc1C(=O)NC1CCS(=O)(=O)C1 (centres undefined)	-1.1	0	24	-5	-2	-2	11	13
CCOc1ccccc1NC(=O)C(NCC1(N2CCCCC2)CCCCC1)c1ccccc1 (centres undefined)	3.1	-4	-10	7	-3	-7	28	6
COc1ccc(CNC(=O)COC(=O)CCS(=O)(=O)c2ccc(C)cc2)cc1OC	1.3	-1	15	12	-2	2	22	3
COc1ccc(S(=O)(=O)N2CCC(C(=O)N[C@H](C(=O)NCc3ccco3)C(C)C)CC2)cc1	0.2	9	-22	20	-6	9	-4	7
CCNc1c(NS(=O)(=O)c2ccc(Cl)s2)c(=O)oc2ccccc12	1.3	-1	14	8	-1	11	20	-9
O=C(NC(=S)N1CCN(c2ccc(C(F)(F)F)cc2[N+](=O)[O-])CC1)c1cccs1	-1.9	0	-38	22	0	-3	8	47
COCCNC(=O)[C@H](CSCc1ccccc1)N1Cc2ccccc2C1=O	0.4	-3	12	5	0	0	6	16
c1ccc(-c2ccc3c(c2)c2c4n3CCN=C4CCC2)cc1	3.4	-3	-6	-14	7	-3	32	31
COC(=O)c1c(C(=O)OC)c(-c2ccc(OC)cc2)n2c1CS(=O)C2 (centres undefined)	-0.1	-3	3	8	0	-4	-8	23
COc1ccc(OCC(=O)N(C)Cc2ccccc2)cc1	-0.4	-3	17	-2	-1	5	12	2
CC1CN(CC(O)COC(c2ccccc2)c2ccccc2)CC(C)O1 (centres undefined)	-0.4	-5	19	9	-2	6	23	4
CCN(CC)S(=O)(=O)c1ccc(S(=O)(=O)N(CC(=O)Nc2ccccc2)Cc2ccco2)cc1	-2.4	-2	7	17	-1	4	8	5
CC(C)(C)C1CCc2c(sc3nc(SCC(N)=O)nc(N)c23)C1 (centres undefined)	6.9	-1	-59	-26	13	-36	-16	0
COc1ccc(CCN2C(=O)CC(Cc3ccccc3)C2=O)cc1OC (centres undefined)	0.7	-2	-13	-9	-3	-2	6	31
NCCCCCC(=O)N/N=C/c1ccc2nccnc2c1	0.6	-1	6	12	1	12	19	4
CCOC(=O)CNc1c(-c2ccc(OC)cc2)nc2ccc(Cl)cn12	3.3	-5	-54	-8	3	-29	-43	53*
O=C1C(=O)N(C2CCS(=O)(=O)C2)C(c2cccc(O)c2)/C1=C(/O)c1ccc(Cl)cc1 (centres undefined)	1.7	4	4	3	-2	2	10	-13
CC(=O)/C(=N/Nc1cccc(Cl)c1)Sc1nnc(C(O)c2ccccc2)n1-c1ccccc1 (centres undefined)	-0.8	-1	7	-8	-2	-1	14	7
Cc1cc(OCC(=O)OCC(=O)NC2CCCC2)ccc1Cl	-0.4	-4	-2	0	1	7	-7	9
COc1c(S(=O)(=O)N2CCCC2)ccc(Cl)c1Cl	-1.2	-3	-22	-7	4	-10	13	31
CCOc1ccccc1NC(=O)N1CCCC1C(=O)Nc1nnc(CC)s1 (centres undefined)	0.6	-14	9	-6	2	1	12	6
COc1ccc(OC)c(Nc2nc(-c3sc(NC(=O)c4ccccc4)nc3C)cs2)c1	4.2	-1	-56	11	-1	-33	31	19
Nc1sc2c(c1C(=O)NC1CC1)CCCC2	1.8	-2	7	2	-1	-5	8	1
O=C(CSc1nnc(CNC(=O)c2ccco2)o1)Nc1ccccc1	-1.1	-1	8	-1	-5	7	12	11

Single values from the list.
Mdm2 MdmX PPI with CN(C)c1ccc(NC(=O)CCCCCn2nnc3ccccc3c2=O)cc1 is entered as -29
APJ antag with c1ccc(-c2ccc3c(c2)c2c4n3CCN=C4CCC2)cc1 is entered as -14

The list continues.
SMILES	UPR CHOP act	APJ agonist	697 NFkB inh	APJ antag	UPR XBP1 act	Jurkat NFkB inh	Mdm2 MdmX PPI	tim23-1 inh
O=C(Nc1ccc(F)cc1)c1ccc(S(=O)(=O)N2CCOCC2)o1	-0.1	-1	11	-5	-1	11	-24	1
O=C(Nc1ccccc1)c1ccc(S(=O)(=O)NCc2ccco2)cc1	-0.7	-1	4	5	-3	-4	24	1
CC(C)[C@@H]1CN=C(N)N1C[C@@H]1CCCN1C[C@H](C)N1C[C@@H](Cc2ccccc2)N(CCc2ccc(Cl)c(Cl)c2)C1=N	2.6	-4	3	15	-3	9	11	-51
COCCN(C(=O)COC(=O)CCSc1ccc(F)cc1)c1c(N)n(Cc2ccccc2)c(=O)[nH]c1=O	-1.6	-2	-10	15	0	-5	-3	9

Structures shown so far that have a tert-butyl group:
SMILES	UPR CHOP act	APJ agonist	697 NFkB inh	APJ antag	UPR XBP1 act	Jurkat NFkB inh	Mdm2 MdmX PPI	tim23-1 inh
Cc1cc(C(C)(C)C)ccc1OCC(=O)N/N=C\c1c(C)n(C)n(-c2ccccc2)c1=O	0.9	-5	-18	-10	-4	11	9	11
CC(C)(C)C1CCc2c(sc3nc(SCC(N)=O)nc(N)c23)C1 (centres undefined)	6.9	-1	-59	-26	13	-36	-16	0
